High-throughput results as filed in PubChem.
Dynein transport – inhibitors of GR-EGFP nuclear translocation, primary screen, dynein cargo transport inhibitor project, imaging, high-content, 3617.4 mouse cells; test concentration mostly 20 µM; stimulated with dexamethasone, 1 µM; active compounds read low; z-score, hits read low; 220,000 compounds, 0.47% hits; AID 1381, 2008;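 active = plate z-score of nuclear minus cytoplasmic receptor signal below a set negative limit, without overly bright fluorescence or cell loss, cut at about -3.5 in these data, passing the limit was not always enough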;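 note: z-score of nuclear minus cytoplasmic ring GR-EGFP intensity difference per well; some compounds called inactive have numbers as strong as hits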
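Buffer or medium: tet-free, stripped-serum medium; Also added: dexamethasone, 1.0 µM final; Technique: high-content fluorescence imaging after fixation; Times: 48 h induction, 1 h compound, 30 min dex at 37 °C; Read-out: per-cell GR-EGFP intensity, nucleus versus surrounding cytoplasmic ring, well-averaged.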
WT yeast gro inh – growth inhibition of WT strain, primary screen, mitochondrial fusion inhibitor project, WT and mutant strains, chemical genetic | mitochondrial fusion phenotypic screen | inhibition, % at 10 µM | 190,000 compounds, 2.1% hits | AID 1362, 2008; in the data active = inhibition above about 58%; tested in S. cerevisiae
T cell HTS – modulators of CD8 T cell-vesicle binding, primary screen, mouse 2C CD8+ T cells, flow cytometry; calls only at 7 µM; 2C CD8+ T cell-vesicle binding; active compounds read low; AID 2052, 2009; 330,000 compounds, 0.068% hits;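 active = response, share of CD8 T cells binding vesicles, and their 90th percentile fluorescence all below set limits, cut at about 80% in these data, passing the limit was not always enough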
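Assay system – 2C mouse CD8+ T cells · Also added – QL9-loaded Drosophila micro-vesicles · Timing – Cell–vesicle co-incubation 1.5 h at 37 °C, staining 20 min on ice · Signal – flow cytometry of vesicle-bound cells · Measure – percent CD8+ FL2 mean versus row control · Controls – Peptide-free naked vesicles (low) and QL9 vesicles with 0.7% DMSO vehicle (high)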
P. falciparum M1AAP – P. falciparum M1AAP inhibitors, biochemical, fluorogenic H-Leu-NHMec substrate, 1536-well (AID 1445); Aminopeptidase N (Plasmodium falciparum (isolate 3D7)); recombinant M1AAP, H-Leu-NHMec fluorogenic kinetic assay; higher % means a stronger effect; inhibition, % at 30 µM, or IC50 in µM where a hit was titrated; 220,000 compounds, 0.42% hits;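 active = primary inhibition above the hit cutoff, then over 50% inhibition at one or more dose response concentrations, cut at about 23% in these data, passing the limit was not always enough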;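 note: plate controls were DMSO full reaction for no effect and no enzyme background for full effect; strong numbers were not always called active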
M17LAP inhibition – P. falciparum M17LAP inhibitors, primary screen, biochemical, fluorogenic H-Leu-NHMec substrate, 1536-well (AID 1619); 220,000 compounds, 0.38% hits; Leucine aminopeptidase (Plasmodium falciparum (isolate 3D7)); recombinant M17LAP, H-Leu-NHMec fluorogenic kinetic assay; higher % means a stronger effect; one-dose inhibition, % at 30 µM; IC50 in µM for titrated hits;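 active = compound inhibiting the enzyme by more than half at any dose during confirmatory dose-response retesting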;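 note: plate controls were full reaction with DMSO carrier for no effect and no enzyme background for full effect; strong numbers were not always called active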
Yfh1-off respiration – enhancers of respiration in Yfh1-depleted yeast, dose response, Friedreich's ataxia, plus single-dose screen (AID 1465); S. cerevisiae Yfh1-off respiration, WST-1 reduction, 72 h; higher fold induction means a stronger effect; 220,000 compounds, 0.074% hits; fold induction at 50 µM; hits with a dose series show EC50 in µM;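 active = fold induction of absorbance versus untreated yeast above a set limit, then at least 30% activation at any dose in follow-up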;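 note: activators that raise dye reduction in frataxin-depleted yeast; strong numbers were not always called active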
MT stabilizer – microtubule stabilizers in HeLa cells, primary screen, imaging, high-content imaging | HeLa tubulin immunostaining HCS, 24 h; share of cells brighter than vehicle mean+2SD | 200,000 compounds, 0.83% hits | AID 2205, 2009 | % tubulin-high responders, % at 10 µM;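 active = plate Z-score above 3 for both tubulin-high and condensed-nucleus cell shares, with cell loss under 80%, at 10 µM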;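 note: anti alpha tubulin signal scored within the nucleus-defined area of each cell; some results filed as inactive read as strong as hits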
Autophagy HCS – autophagy modulators in MEF cells, primary screen, imaging, high-content, MEF GFP-LC3 | MEF GFP-LC3 puncta imaging; test concentration mostly 10 µM | calls only at 10 µM (by protocol) | AID 463193, 2010 | 190,000 compounds, 0.98% hits;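 active = percentage of spot-positive cells more than 3 SD above its plate mean, without a fluorescence outlier flag or 80% toxicity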;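 note: spot-positive cell cutoff set from DMSO-treated cells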
bCat nuc transl – modulators of beta-catenin nuclear translocation, primary screen, imaging, HeLa cells, immunofluorescence, high-content | nuclear translocation activity, % at 5 µM | 190,000 compounds, 0.3% hits;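 active = nuclear translocation activity above 50% at 5 µM, with a well cell count of 50 or more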;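 note: per-cell ratio of nuclear to cytoplasmic median beta-catenin stain intensity; plate controls were DMSO negative control for no effect and GSK-3 inhibitor IX positive control for full effect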
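Assay system: human HeLa cells, native beta-catenin; doses: 5 µM primary, 0.02–20 µM confirmation; incubation: compound treatment 24 h, 37°C, 5% CO2; technique: fluorescence imaging of beta-catenin antibody stain plus DAPI; measure: % activation, nuclear-to-cytoplasmic median beta-catenin signal ratio per cell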
WT yeast gro inh mutant strain – also measured in WT yeast gro inh; calls as there; inhibition, %; mitochondrial fusion phenotypic screen, mutant strain inhibition
Dynein transport cytoplasmic EGFP – also measured in Dynein transport; calls as there; z-score; measured here: cytoplasmic GR-EGFP intensity; active compounds read high
Dynein transport nuclear GR-EGFP – recorded beside Dynein transport, whose call it bears; z-score; measured here: nuclear GR-EGFP intensity;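 lower value marks the stronger effect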
Dynein transport cell count – recorded beside Dynein transport, whose call it bears; z-score; measured here: cell count per field
bCat nuc transl cell count 5 µM – recorded beside bCat nuc transl, whose call it bears; cell count; measured here: cell count, cytotoxicity flag
T cell HTS vesicle-bound % – further read-out of T cell HTS, marked with its call; double positive events, %; measured here: CD8+ vesicle-bound cell fraction;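 binding gate set so that unloaded-vesicle control wells show 10% double positive cells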
MT stabilizer Hoechst-high % – recorded beside MT stabilizer, whose call it bears; % Hoechst-high responders; measured here: nuclear condensation Hoechst responders;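 share of cells brighter than vehicle mean plus two SD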
MT stabilizer cytotoxicity % – also measured in MT stabilizer; calls as there; toxicity, %; measured here: cytotoxicity by cell density;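 0% = mean cell density of plate MIN control wells and 100% = no cells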
Autophagy HCS cell loss 18 h – further read-out of Autophagy HCS, marked with its call; toxicity, %; measured here: cell loss, nuclei count;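 cell loss after 18 h compound exposure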
* hit, by the source's call; i = inactive; . = not tested or not shown.

SMILES	Dynein transport	Dynein transport cytoplasmic EGFP	Dynein transport nuclear GR-EGFP	Dynein transport cell count	WT yeast gro inh	WT yeast gro inh mutant strain	T cell HTS	T cell HTS vesicle-bound %	P. falciparum M1AAP	M17LAP inhibition	Yfh1-off respiration	MT stabilizer	MT stabilizer Hoechst-high %	MT stabilizer cytotoxicity %	Autophagy HCS	Autophagy HCS cell loss 18 h	bCat nuc transl	bCat nuc transl cell count 5 µM
CCOc1ccc(-c2nnc3ccc(SCc4ccc(C(=O)OC)o4)nn23)cc1	-0.32	-0.17	0.11	-0.4	-7	0	i	28	2%	3%	i	5.1	3.5	1.9	i	3	.	.
COc1ccc(NC(=O)C2CCC(=O)N2)cc1 (stereo unspecified)	-2.1	7	0.18	-0.33	-2	-10	i	17	3%	-1%	i	5.1	2.5	17	i	56	-0.4	1147
O=C(O)c1cccc(Cn2c(Cl)c(/C=N/NC(=O)c3ccccc3O)sc2=O)c1	1.1	-0.21	0.52	0.066	.	.	i	19	18%	35%	i	.	.	.	.	.	3.4	1073
Cc1cc(C)c2sc(N(CCCN(C)C)C(=O)c3ccc(Br)s3)nc2c1	0.98	-0.12	0.33	-0.18	94*	94*	i	56	7%	-1%	i	2.3	2.2	4.8	i	13	0.7	1079
Cn1nc(-c2ccccc2)c(CN2CCN(c3ncccn3)CC2)c1Cl	1.7	0.69	1.1	-1.8	5	11	i	52	11%	0%	i	2.0	1.4	1.0	i	40	-2.6	959
CCOc1ccc(N(CC(=O)OC)S(=O)(=O)c2c(C)noc2C)cc1	-1.2	-0.35	-0.63	1.6	-3	2	i	42	6%	-3%	i	2.4	4.1	1.2	i	10	-2.3	1120
CCC(CC)NC(=O)CO/N=C/c1ccccc1OC(F)F	0.02	-0.21	0.17	-0.94	-7	-24	i	30	0%	-3%	i	3.4	3.9	11	i	-3	0.3	524
Cn1cc(Cl)c(C(=O)OCC(=O)Nc2nc(-c3ccc(Br)cc3)cs2)n1	0.26	-0.24	0.15	1.4	26	18	i	6	-7%	5%	i	0.8	2.8	8.3	i	-4	.	.
CCCCN(C)CCCNC(=O)CN1C(=O)CSc2ccc(S(=O)(=O)N3CCOCC3)cc21	4.3	-0.096	2.8	-1.8	8	15	i	47	1%	5%	i	2.9	1.0	5.4	i	15	-2.8	577
CCOC(=O)c1sc(NC(=O)C(C)Sc2nc(N)cc(=O)[nH]2)nc1C (stereo unspecified)	-0.26	-0.2	-0.11	0.34	-5	-3	i	44	-2%	13%	i	1.9	2.7	7.8	i	15	-2.6	1062
Clc1ccc(-c2nc(NCCCN3CCOCC3)c3ccccc3n2)cc1	0.91	-0.15	1.2	-0.72	.	.	i	34	-3%	-2%	i	.	.	.	.	.	0.3	1237
Cc1ccc2oc(=O)c3cnn(CC(=O)N4CCN(c5ccccc5)CC4)c3c2c1	0.31	-0.17	0.22	-0.4	13	0	i	29	-3%	2%	i	4.6	1.9	9.1	i	-2	.	.
CCOCCCNC(=O)CCNC(=O)c1cc(OC)c(OC)c(OC)c1	-0.49	-0.15	0.048	-0.092	-18	-7	i	21	-1%	4%	i	3.4	2.0	5.6	i	28	-7.4	991
COC(=O)c1c(NC(=S)Nc2ccc(CC(=O)O)cc2)sc(C)c1C	-0.0053	-0.049	0.35	0.062	-12	3	i	29	9%	27%	i	1.5	2.2	0.2	i	9	0.1	505
CCc1nc(SCC(=O)c2ccc3c(c2)OCCO3)c2ccccc2n1	-0.37	-0.22	-0.62	0.54	48	20	i	23	0%	5%	i	6.0	5.0	8.2	i	7	-5.5	1161
O=C(NNC(=O)c1ccccc1C(=O)O)c1ccc(-c2ccccc2)cc1	0.51	-0.31	0.7	0.12	0	1	i	52	8%	9%	i	4.1	1.1	5.3	i	-22	-4.2	1114
COc1ccc(NC(=S)N(CCCN2CCCCCC2)Cc2cccs2)cc1	-0.27	-0.28	-0.14	0.23	-4	-1	i	35	3%	3%	i	1.4	1.5	4.7	i	13	-0.8	1095
Cc1ccccc1NC(=O)C1C2C=CC(C3CC23)C1C(=O)O (stereo unspecified)	-0.41	-0.18	0.031	-0.05	12	0	i	49	3%	4%	i	2.7	1.8	0.7	i	12	-4.2	1159
CC(C)n1c(SCCCc2ccccc2)nc2c1c(=O)[nH]c(=O)n2C	-0.75	-0.18	-0.14	0.27	18	2	.	.	-1%	-5%	i	3.9	1.5	7.4	.	.	0.3	1086
C/C(=N\NC(=O)c1c(C)nc2ccccn12)c1ccco1	-0.043	-0.1	0.052	-0.25	-3	-36	i	64	7%	29%	i	3.4	2.2	15	i	12	-1.1	1064
Cc1ccc2[nH]c3c(c2c1)CCCC3=O	0.81	-0.026	0.75	-1.9	4	15	i	58	0%	9%	i	12	2.3	27	i	6	8.4	623
c1ccc(-n2nnnc2NC2CCCCCC2)cc1	0.51	-0.47	0.5	-0.26	3	7	i	54	3%	-10%	i	2.1	1.7	5.4	i	7	0.2	985
C/C(=C\C(=O)c1ccc(F)cc1)NCc1ccc2c(c1)OCO2	1.6	-0.18	0.45	-0.67	20	4	i	7	1%	10%	i	2.8	1.1	4.2	i	4	2.7	1483
N#Cc1cn(-c2ccccc2)nc1-c1cc2ccccc2oc1=O	-1	-0.21	-1.1	0.32	6	2	i	29	4%	14%	i	2.2	1.7	4.2	i	-8	0.0	1099
O=C(O)C1C2CCC(O2)C1C(=O)NCCC1=CCCCC1 (stereo unspecified)	0.15	-0.26	-0.061	0.95	-5	-16	i	19	-5%	8%	i	5.0	3.9	5.4	i	-5	-0.6	1048
Cc1cc(NC(=O)C2C3C(=O)N(CC4CCCO4)C(C(=O)NC(C)(C)C)C34C=CC2(C)O4)no1 (stereo unspecified)	-0.82	-0.21	-0.35	0.82	-9	-1	i	40	1%	12%	i	2.3	1.6	8.1	i	-19	1.1	1063
COc1ccc(N2C(=O)C(Cl)=C(N(CCO)Cc3ccccc3)C2=O)cc1	-0.3	-0.34	0.012	0.21	14	24	i	23	5%	12%	i	3.9	3.2	9.1	i	-6	-3.8	844
Clc1ccc(-n2nnnc2-c2cnc3ccc(Cl)cc3c2-c2ccccc2)cc1	0.65	-0.18	0.65	-0.83	.	.	i	24	5%	10%	i	.	.	.	.	.	0.5	1340
COc1cccc(CN2C[C@]34C=C[C@@H](C[C@@H]3S2(=O)=O)O4)c1	-0.22	-0.62	0.0044	-0.2	.	.	i	11	10%	13%	i	.	.	.	.	.	2.2	1032
COC(=O)c1cc(NC(=O)Cc2ccc(OC)c(OC)c2)cc(C(=O)OC)c1	-0.39	-0.18	-0.95	0.14	-11	0	i	61	0%	-1%	i	2.3	2.3	0.1	i	1	0.8	1437
Cc1cc(C(F)F)nn1CC(=O)NCc1ccc(Cl)cc1Cl	0.0097	-0.22	0.34	1.5	2	-6	i	20	1%	-3%	i	1.2	0.5	9.3	i	7	.	.
CCOC(=O)c1ccc(NC(=O)C2CCC(CNc3c(N4CCOCC4)c(=O)c3=O)CC2)cc1 (stereo unspecified)	-0.16	-0.22	0.34	0.6	.	.	i	25	11%	20%	i	.	.	.	.	.	-0.2	1356
CCOc1ccccc1NC(=O)Cc1ccccc1OC	0.4	-0.26	0.53	0.92	-12	-31	i	31	-1%	6%	i	5.7	2.2	4.8	i	1	.	.
Cc1cccc(NC(=O)CSc2nnc(-c3ccco3)c(-c3ccco3)n2)c1C	1.1	-0.13	0.85	-0.69	5	-11	i	10	20%	21µM*	i	2.4	1.8	8.7	i	-4	0.4	1304

A second format for some results above:
CCOc1ccccc1NC(=O)Cc1ccccc1OC
  Dynein transport: 0.4
  Dynein transport cytoplasmic EGFP: -0.26
  Dynein transport nuclear GR-EGFP: 0.53
  Dynein transport cell count: 0.92
  WT yeast gro inh: -12
  WT yeast gro inh mutant strain: -31
  T cell HTS: i
  T cell HTS vesicle-bound %: 31
  P. falciparum M1AAP: -1%
  M17LAP inhibition: 6%
  Yfh1-off respiration: i
  MT stabilizer: 5.7
  MT stabilizer Hoechst-high %: 2.2
  MT stabilizer cytotoxicity %: 4.8
  Autophagy HCS: i
  Autophagy HCS cell loss 18 h: 1
  bCat nuc transl: .
  bCat nuc transl cell count 5 µM: .
Cc1cccc(NC(=O)CSc2nnc(-c3ccco3)c(-c3ccco3)n2)c1C
  Dynein transport: 1.1
  Dynein transport cytoplasmic EGFP: -0.13
  Dynein transport nuclear GR-EGFP: 0.85
  Dynein transport cell count: -0.69
  WT yeast gro inh: 5
  WT yeast gro inh mutant strain: -11
  T cell HTS: i
  T cell HTS vesicle-bound %: 10
  P. falciparum M1AAP: 20%
  M17LAP inhibition: 21µM*
  Yfh1-off respiration: i
  MT stabilizer: 2.4
  MT stabilizer Hoechst-high %: 1.8
  MT stabilizer cytotoxicity %: 8.7
  Autophagy HCS: i
  Autophagy HCS cell loss 18 h: -4
  bCat nuc transl: 0.4
  bCat nuc transl cell count 5 µM: 1304
